Lipid storage S3 – qHTS Assay for Lipid Storage Modulators in Drosophila S3 Cells; lipid storage change, negative = inhibition, % at the top dose, mostly 46.1 µM; hits show Potency in µM; AID 2685, 2010; Drosophila S3 cells, BODIPY lipid droplet fluorescence, 18-24 h; cells fed with added oleic acid; 320,000 compounds, 0.64% hits; active means well fitted inhibition curve with a large enough effect in the signal ratio, with a control signal flat, not every such curve was filed as active; inconclusive means small, poorly fitted or top-dose-only effect, or effect the other way, or a change in a side signal; the % refers to the signal ratio
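Laser-scanning cytometry quantifies lipid droplet accumulation (500–530 nm total intensity; droplet/cell object ratio) in oleic acid-fed (400 uM added) Drosophila S3 cells treated with a concentration series. 20 uM Triacsin C defined 100% inhibition.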
Lipid storage S3 cell count max – second read-out of Lipid storage S3, no call of its own (marks repeat the call); cell number change, %; measured here: cell count max response;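 cells counted by Cell Tracker Red CMTPX staining in the red channel; peak over a dose series mostly up to 46.1 µM; percent activity relative to internal control wells on each plate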
* hit, by the source's call; i = inactive; ? = inconclusive; nt = not tested or not shown; [ ] = another dose, or the depositor's remark. On the % scale 0 is the no-effect control and ±100 the full control effect; potency means the concentration at half of the fitted maximal effect. This is a subset; rates above refer to the full screens.

Below each compound: Lipid storage S3	Lipid storage S3 cell count max
CC(C)(C)C(=O)Nc1cc2c3c(c1)CCN3C(=O)CC2
    ?	nt
Nc1nonc1-n1nnc(C(=O)N/N=C/c2ccc(Cl)cc2Cl)c1CN1CCCCC1
    i	21
CC(Sc1nnc2c(n1)C1CCC2(C)C1(C)C)C(=O)Nc1ccccc1 (stereo not given)
    ?	nt
O=C(CNC(=O)c1cccc(Br)c1)N/N=C/c1ccc2c(c1)OCO2
    ?	nt
COc1ccccc1-c1nc(SCC(=O)NCc2ccco2)c2c(=O)n(C)c(=O)n(C)c2n1
    ?	nt
CCc1nccn1C(=O)c1cnn2c(C(F)F)cc(-c3ccccc3)nc12
    ?	nt
CC1CCN(CCCN2C(=O)C3C(C(=O)Nc4ccc(Cl)cc4)C4C=CC3(O4)C2C(=O)NC2CCCCC2)CC1 (stereo not given)
    ?	nt
Cc1cc(C(=O)N/N=C/c2ccccn2)n[nH]1
    -1%	-1
O=C1CCC(/C=C/c2ccccc2)=NN1Cc1ccc(F)cc1
    ?	nt
CC(C)(C)OC(=O)N1CCC(c2c(C(=O)N3CCN(C(=O)c4ccco4)CC3)cnn2-c2ccc(F)cc2F)CC1
    ?	nt

Laid out differently: seven of the compounds above
| compound | Lipid storage S3 | Lipid storage S3 cell count max |
| --- | --- | --- |
| Nc1nonc1-n1nnc(C(=O)N/N=C/c2ccc(Cl)cc2Cl)c1CN1CCCCC1 | i | 21 |
| CC(Sc1nnc2c(n1)C1CCC2(C)C1(C)C)C(=O)Nc1ccccc1 (stereo not given) | ? | nt |
| O=C(CNC(=O)c1cccc(Br)c1)N/N=C/c1ccc2c(c1)OCO2 | ? | nt |
| COc1ccccc1-c1nc(SCC(=O)NCc2ccco2)c2c(=O)n(C)c(=O)n(C)c2n1 | ? | nt |
| CCc1nccn1C(=O)c1cnn2c(C(F)F)cc(-c3ccccc3)nc12 | ? | nt |
| CC1CCN(CCCN2C(=O)C3C(C(=O)Nc4ccc(Cl)cc4)C4C=CC3(O4)C2C(=O)NC2CCCCC2)CC1 (stereo not given) | ? | nt |
| Cc1cc(C(=O)N/N=C/c2ccccn2)n[nH]1 | -1% | -1 |

Additional compounds.
Below each compound: Lipid storage S3	Lipid storage S3 cell count max
NS(=O)(=O)c1ccc(NC(=S)NC(=O)c2ccco2)cc1
    ?	nt
CC(Oc1ccccc1)C(=O)NC1=NCCS1 (stereo not given)
    ?	nt
CC(C)=NOC(=O)c1ccc(-c2ccccc2)cc1
    12%	6
Cc1cc(C)n(-c2nc3ccccc3c(=O)n2OC2CCCCC2)n1
    19%	-19
O=C(CSc1n[nH]c(=O)n1-c1cccnc1)Nc1ccccc1
    3%	2
COc1ccc(C)cc1NC(=O)CN1CCN(S(=O)(=O)c2ccc(C(C)C)cc2)CC1
    ?	nt
Nn1c(SCC(=O)NC(=O)NC2CCCC2)nnc1-c1ccccc1F
    13%	-1
Cc1cc(Nc2c(C)n(C)n(-c3ccccc3)c2=O)n2c(nc3ccccc32)c1C#N
    i	19
CCOc1ccc(-n2c(SCC(=O)NC3CCS(=O)(=O)C3)nnc2-c2cccnc2)cc1 (stereo not given)
    ?	nt
CCCN(CCC)CC(O)Cn1cc(/C=C/C(=O)c2cccs2)c2ccccc21 (stereo not given)
    ?	nt
Cc1cc(C(=O)N[C@H](c2ccccc2)[C@@]2(C)C[C@@H]2[C@@H](C)C(=O)Nc2ccc3ccccc3c2)no1
    -15%	-4
C(=N\c1nccs1)/Nc1nccs1
    12%	14
COc1cc(CCCN2C(=O)C(=O)NC[C@@H]2c2ccccc2)cc(OC)c1OC
    8%	-5
CCOc1ccc2nc3sc(C(=O)N4CCN(C)CC4)c(N)c3cc2c1
    ?	nt
CCN(C(=O)Cn1c(=O)oc2ccccc21)c1cccc(C(F)(F)F)c1
    i	-14
CCOc1ccc(N(C(=O)CNC(=O)c2ccco2)C(C(=O)NC2CCCC2)c2cccnc2)cc1 (stereo not given)
    ?	nt
O=C(CC1OCC2CCCN2C1=O)Nc1ccc([N+](=O)[O-])cc1 (stereo not given)
    ?	nt
COc1cc(CNC(=O)C2CCCC2)cc(OC)c1OC
    ?	nt
CCOc1ccc(NC(=O)CCC(=O)c2ccc(Br)cc2)cc1
    ?	nt
Cc1ccc(C(=O)NC2CCCN(c3ccc(C(F)(F)F)cn3)C2)cn1 (stereo not given)
    ?	nt
Nc1nc(Nc2ccccc2)nc2ccccc12
    ?	nt
COc1ccc2c(C=O)cn(C)c2c1
    0%	8
COc1ccc(N2CC(C(=O)NC3=NCCS3)CC2=O)cc1 (stereo not given)
    -5%	17
O=C(COC(=O)CSc1ccc([N+](=O)[O-])cc1)NCCCc1ccccc1
    ?	nt
Cc1cc(C)nc(N2CCCC(C(=O)NCC(c3ccccc3)c3ccccc3)C2)n1 (stereo not given)
    -3%	0
Cc1nc(N2CCCCC2)c2ccsc2n1
    ?	nt
Cc1cc(Br)c(NC(=O)Cn2c([N+](=O)[O-])cnc2C)cc1C
    ?	nt
COc1ccc(C2C(C(=O)c3ccccc3)N3c4ccccc4C=CC3C2[N+](=O)[O-])cc1 (stereo not given)
    ?	nt
CCCC(=O)Nc1cc2c(cc1C(C)=O)OCCO2
    ?	nt
O=C(CSc1ccc(-c2nc3ccccc3[nH]2)cn1)Nc1ccc(S(=O)(=O)N2CCCC2)cc1
    ?	nt
CCOC(=O)c1c(CSC(=N)N)n(-c2ccc(Br)cc2)c2cc(Br)c(OC(C)=O)cc12
    ?	nt
Cc1ccc(-c2nc(CS(=O)CC(=O)N3CCN(c4ncccn4)CC3)c(C)o2)cc1 (stereo not given)
    ?	nt
CCC1CCCCN1CCCNC(=O)CCNC(=O)Cn1cnc2ccccc2c1=O (stereo not given)
    ?	nt
O=C(c1ccc2snnc2c1)N1CCN(c2ccccn2)CC1
    ?	nt
CCOC(=O)c1c(Nc2ccccc2N)cc(C)nc1C
    ?	nt
O=C(NCc1ccco1)c1ccccc1
    ?	nt
COc1ccccc1N1CCN(C(=O)CCc2nnc3ccc(N4CCCC4)nn23)CC1
    ?	nt
CCN(CC(=O)Nc1cc(Cl)ccc1C)C(=O)Cc1ccsc1
    ?	nt
Cc1cc(=O)n(CCCc2ccccc2)[nH]1
    ?	nt
COc1cc(/C=C(\C#N)C(=O)Nc2cccc(C(=O)O)c2)ccc1OCc1ccc(Cl)cc1
    ?	nt
O=C(NC1CC1)c1c(O)c2ccccc2[nH]c1=O
    ?	nt
C=CCc1ccc(OC(=O)NC2CCCCC2)c(OC)c1
    11%	8
CCNS(=O)(=O)c1ccc(NC(=O)Cn2cc([N+](=O)[O-])cn2)cc1
    ?	nt
CCC(C(=O)NC1CCN(C)CC1)c1ccccc1 (stereo not given)
    ?	nt
C/C(=N/NS(C)(=O)=O)c1ccc2ccccc2c1
    ?	nt
CCc1sc(C(=O)Nc2cc(S(=O)(=O)N3CCOCC3)ccc2OC)cc1C
    -1%	1
CCOC(=O)c1sc(/N=C/C2=C(O)CC(C)(C)CC2=O)c(C(=O)OCC)c1C
    18%[9.22 µM]	-7
COCCNc1nc(N)c([N+](=O)[O-])c(NC2CCCCC2)n1
    2%	-14
O=C(NCCCN1CCOCC1)c1ccc(Cl)c(S(=O)(=O)N2CCCCCC2)c1
    ?	nt
Cc1ccc(OCC(=O)N(Cc2ccc(N(C)C)cc2)C2CCS(=O)(=O)C2)cc1C (stereo not given)
    13%	0

The list continues:
Below each compound: Lipid storage S3	Lipid storage S3 cell count max
Cn1c(=O)c2c(nc(Oc3ccc4c(c3)OCO4)n2Cc2ccc(Cl)cc2)n(C)c1=O
    ?	nt
C=CCN1C(=O)/C(=C\c2ccc(Cl)cc2)N=C1SCC(=O)NC1CCCCC1
    i	2
Cc1ccc(C(=O)Nc2scc(-c3ccccc3)c2C(=O)O)o1
    ?	nt
CC(=O)Nc1nonc1NC(=O)c1ccc(C(C)(C)C)cc1
    ?	nt
CC[C@@]1(c2ccccc2OC)C(=O)N(C(=O)OC)N1C(=O)OC
    i	-10
CC1CN(S(=O)(=O)c2ccc(C(=O)Nc3sccc3C(N)=O)cc2)CC(C)O1 (stereo not given)
    ?	nt
COc1ccc(CN(CC(=O)NCCC(C)C)C(=O)CCC(=O)Nc2nccs2)cc1
    i	21
CN1N=C2c3ccccc3CCC2C1c1ccc(F)cc1 (stereo not given)
    ?	nt
COc1ccc(OC)c(NC(=O)c2ccc3c(c2)C(=O)N(CC2CCCO2)C3=O)c1 (stereo not given)
    i	14
COc1ccc(OC)c(S(=O)(=O)N(C)CC(=O)Nc2ccccc2OC)c1
    ?	nt

Compound profiles (already shown):
`CC(=O)Nc1nonc1NC(=O)c1ccc(C(C)(C)C)cc1` across the screens: Lipid storage S3: ?; Lipid storage S3 cell count max: nt
`COc1ccc(OC)c(S(=O)(=O)N(C)CC(=O)Nc2ccccc2OC)c1` across the screens: Lipid storage S3: ?; Lipid storage S3 cell count max: nt

Continuation.
Below each compound: Lipid storage S3	Lipid storage S3 cell count max
CC(C)(C)C(=O)NCCCNc1ccc([N+](=O)[O-])cc1
    ?	nt
FC(F)(F)c1nc(N2CCCC2)ncc1-c1nnnn1-c1ccccc1
    -28%	5
O=C(CSc1nnc(CNC(=O)c2c(F)cccc2Cl)o1)NC1CCCCC1
    ?	nt
C=CCOc1ccc(CNn2nnnc2N)cc1
    ?	nt
NS(=O)(=O)c1ccc(NC(=S)NC2CCCCC2)cc1
    -4%	6
CC[C@H](C)[C@H](NC(N)=O)C(=O)NCCc1ccc(OC)cc1
    6%	-2
O=C(c1cc2ccccc2oc1=O)N(Cc1cccs1)Cc1ccccc1Cl
    9%	7
CC1(C)Cc2c(c(-c3ccco3)[nH]c(=O)c2C#N)CS1
    i	nt
CCOC(=O)c1c(CS(=O)(=O)c2ccccc2)n(C)c2cc(Br)c(O)cc12
    ?	nt
COc1ccc(OC)c(NC(=O)C(CCS(C)(=O)=O)NC(C)=O)c1 (stereo not given)
    ?	nt
CC1(C)O[C@@H]2[C@H](O1)[C@@H](CO)O[C@H]2n1ccc(=O)[nH]c1=O
    ?	nt
O=C(CSc1nc(O)cc(=O)n1-c1ccccc1)Nc1nc2ccccc2s1
    ?	nt
Cc1nn(C)c(C)c1/C=C(/C(=O)C(C)(C)C)n1cncn1
    ?	nt
Cc1cnc(C(=O)OCC(=O)c2ccc(C3CCCCC3)cc2)cn1
    i	nt
O=C(NCCCO)c1c(O)c2cccc3c2n(c1=O)CCC3
    ?	nt
CC(C)(C)C(=O)NC(=S)NNC(=O)C(c1ccccc1)c1ccccc1
    -12%	-11
Cc1ccc(-n2nc(C)c(C(=O)N3CCN(C(=O)c4ccco4)CC3)c2-n2cccc2)cc1
    16µM*	-18*
COc1ccc(C(=O)N/N=C/c2ccccc2OC(=O)c2ccccc2)cc1
    ?	nt
Cn1c(=O)[nH]c(=O)c2c1nc(SCC(O)CO)n2Cc1ccccc1Cl (stereo not given)
    -1%	-2
O=C(Cn1cc(C(=O)C(F)(F)F)c2ccccc21)Nc1ccccc1F
    15%	18
CC1CN(CC(=O)NCc2ccc(Cl)cc2)CC(C)O1 (stereo not given)
    ?	nt
c1ccc(-c2nn3cnnc3c3ccccc23)cc1
    ?	nt
CCn1nc(C(=O)N2CCN(Cc3ccc4c(c3)OCO4)CC2)c2ccccc2c1=O
    i	-22
COc1cc(/C=C(\C#N)C(=O)Nc2ccc3c(c2)OCCO3)ccc1O
    ?	nt
CN(CC(=O)Nc1cccc(F)c1)C(=O)CCCc1cccs1
    3%	1
CCc1ccc(NC(=S)Nc2cc(C(=O)O)ccc2N2CC3CC(C2)c2cccc(=O)n2C3)cc1 (stereo not given)
    0%	-2
CCNC(=S)N(CCN(CC)CC)Cc1cc2cc3c(cc2[nH]c1=O)OCO3
    ?	nt
O=S(=O)(NC1CCCC1)c1ccc(-n2cnnn2)cc1
    ?	nt
O=C(O)c1cccc2c1C(=O)c1ccccc1C2=O
    i	nt
O=C(CSc1nnnn1-c1ccc(F)cc1)NNC(=O)c1ccco1
    1%	22
CCN(c1ccc(NS(=O)(=O)c2cc(Cl)ccc2Cl)cc1)C(C)C
    12%	4
S=c1[nH]nc(-c2ccc(Br)cc2)n1Cc1ccco1
    ?	nt
CCOc1ccccc1Oc1ccc(C(F)(F)F)cn1
    -25%	-1
COCCNC(=O)CN(c1ccc(OC)c(OC)c1)S(=O)(=O)c1ccc(C)cc1
    ?	nt
COc1ccc(OC)c(NC(=O)c2cc(S(=O)(=O)NCc3ccco3)ccc2F)c1
    ?	nt
COc1ccc(/C=N/Nc2cc(C)nc(-n3nc(C)cc3C)n2)c(OC)c1
    ?	nt
O=C(Nc1nnc(SCc2ccccc2Cl)s1)c1cccc([N+](=O)[O-])c1
    1%	11
Cc1c(C(=O)N/N=C/c2ccc(O)cc2)sc(=S)n1C
    ?	nt
CC(C)c1ccc(NC(=O)C2CC(=O)Nc3nc4ccccc4n32)cc1 (stereo not given)
    ?	nt
O=C(CSCc1ccccc1Cl)NN1C(=O)c2ccccc2C1=O
    ?	nt
O=[N+]([O-])c1ccc(S(=O)(=O)NCC2COc3ccccc3O2)cc1 (stereo not given)
    i	15
Cc1csc(SCC(=O)NCCc2ccc(Cl)cc2Cl)n1
    ?	nt
CCc1c(O)nc(SCC(=O)Nc2ccc(Br)cc2)n(-c2ccc(C)cc2)c1=O
    5%	10
CCOc1ccccc1OCC(=O)Nc1cc(S(=O)(=O)N2CCCCC2)ccc1OC
    ?	nt
COC(=O)NNC(=O)COc1ccc(Br)c(C)c1
    ?	nt

Screening results from PubChem BioAssay.
